Assay outcomes from PubChem.
NADH coupling: inhibitors of enzymes used to reach an NAD/NADH endpoint; 0.02% of 65,000 active; coupled PK/LDH NADH assays, four targets; IC50, µM (doses to about 10 µM), for the others: at the top dose inhibition;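 active = single-dose screening hits from any of four coupled enzyme assays that gave an IC50 when retested across doses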;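 note: the DPM-DC format reads NADH fluorescence rather than 340 nm absorbance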
5HT1E ag: activates the human 5-HT1E serotonin receptor. 0.69% of 65,000 active. activation, % at 6 µM. CHO 5-HT1E Ga15 NFAT-bla reporter, FRET; 0% DMSO wells, 100% control agonist wells;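 active = activation above a set limit, the screen-wide mean activation plus 3 SD, cut at about 8.5% in these data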;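 note: 100% = positive control agonist at 1 µM giving full maximal response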
HTR1A agonist: agonists of human 5-HT1a serotonin receptor. 0.56% of 65,000 active. CHO 5-HT1a Ga15 NFAT-bla reporter, FRET ratio; 0% basal, 100% maximal reference agonist. AID 567. P08908. activation, % at 10 µM;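 active = activation above the screen-wide mean activation plus 3 SD, cut at about 19% in these data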;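 note: 0% = DMSO wells and 100% = 5-CT at EC100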
SF-1 act: activates the human nuclear receptor SF-1 | Q13285 | CHO-K1 Gal4-SF-1 LBD luciferase reporter; % increase over DMSO SF-1-specific signal | activation, % at 10 µM | 1.9% of 65,000 active | AID 522;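 active = activation above the mean activation of all tested compounds plus 3 SD, cut at about 50% in these data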
Target sequence (Q13285 whole entry, looked up, the tested form may be a part): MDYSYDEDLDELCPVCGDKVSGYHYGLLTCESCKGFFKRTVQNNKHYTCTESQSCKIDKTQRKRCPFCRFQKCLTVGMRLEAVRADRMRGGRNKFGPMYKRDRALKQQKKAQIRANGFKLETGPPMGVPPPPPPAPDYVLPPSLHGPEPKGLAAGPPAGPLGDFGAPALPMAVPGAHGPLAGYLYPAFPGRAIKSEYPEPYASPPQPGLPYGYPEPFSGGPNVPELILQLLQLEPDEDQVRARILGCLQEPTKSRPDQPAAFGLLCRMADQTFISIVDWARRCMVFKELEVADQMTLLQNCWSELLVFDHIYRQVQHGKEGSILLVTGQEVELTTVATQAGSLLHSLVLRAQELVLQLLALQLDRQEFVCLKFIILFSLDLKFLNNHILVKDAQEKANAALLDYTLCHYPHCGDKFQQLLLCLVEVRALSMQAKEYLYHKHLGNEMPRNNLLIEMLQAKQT
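System: CHO-K1 cells with Gal4–hSF-1 LBD chimera plus Gal4-driven luciferase; quantity: 4,000 CHO-K1 cells per well; compound: one dose, 10 µM compound, 1% DMSO; times: 20 h compound treatment, 37 °C; measured by: SteadyLite luciferase luminescence; read-out: percent activation versus DMSO; benchmarks: DMSO and mock-transfected background; replicates: one test per compound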
MMP-13 inhibitor: inhibitors of human MMP13. P45452. MMP-13 fTHP FRET cleavage, Mca fluorescence. inhibition, % at 4 µM. 0.07% of 65,000 active. AID 570;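 active = inhibition above the mean of compound-free control plate wells plus 3 SD, cut at about 14% in these data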;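 note: 0% = DMSO wells and 100% = wells with reference MMP-13 inhibitor after basal subtraction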
5-HT1A blocker: 5-HT1a (human) receptor antagonism; AID 612; inhibition, % at 10 µM; 0.68% of 62,000 active; CHO 5-HT1a Ga15 NFAT-bla reporter, antagonist mode; P08908;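 active = inhibition above the mean of all tested compounds plus 3 SD, cut at about 43% in these data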;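 note: receptor stimulated by 5-CT agonist at 100 nM near EC80; beta-lactamase reporter measured by ratiometric fluorescence of a cleavable substrate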
5HT1E antag: 5-HT1E (human) receptor antagonism; CHO 5-HT1E Ga15 NFAT-bla reporter, FRET, antagonist; P28566; inhibition, % at 6 µM; 0.99% of 65,000 active;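 active = inhibition above a set limit, the mean inhibition across every tested compound plus 3 SD, cut at about 29% in these data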;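 note: signal is the 460 over 535 nm emission ratio of beta-lactamase substrate; 0% = agonist plus DMSO wells and 100% = wells without agonist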
RORA act: activators of human nuclear receptor RORA; activation, % at 10 µM; P35398; CHO-K1 Gal4-RORA LBD luciferase reporter, luminescence; percent increase over mock-subtracted basal signal; 1.5% of 65,000 active;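 active = activation above the mean of all tested compounds plus 3 SD, cut at about 49% in these data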;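 note: 0% = DMSO-treated RORA cells and 100% = added signal equal to DMSO minus mock-transfected cells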
Target sequence (P35398 whole entry, looked up, the tested form may be a part): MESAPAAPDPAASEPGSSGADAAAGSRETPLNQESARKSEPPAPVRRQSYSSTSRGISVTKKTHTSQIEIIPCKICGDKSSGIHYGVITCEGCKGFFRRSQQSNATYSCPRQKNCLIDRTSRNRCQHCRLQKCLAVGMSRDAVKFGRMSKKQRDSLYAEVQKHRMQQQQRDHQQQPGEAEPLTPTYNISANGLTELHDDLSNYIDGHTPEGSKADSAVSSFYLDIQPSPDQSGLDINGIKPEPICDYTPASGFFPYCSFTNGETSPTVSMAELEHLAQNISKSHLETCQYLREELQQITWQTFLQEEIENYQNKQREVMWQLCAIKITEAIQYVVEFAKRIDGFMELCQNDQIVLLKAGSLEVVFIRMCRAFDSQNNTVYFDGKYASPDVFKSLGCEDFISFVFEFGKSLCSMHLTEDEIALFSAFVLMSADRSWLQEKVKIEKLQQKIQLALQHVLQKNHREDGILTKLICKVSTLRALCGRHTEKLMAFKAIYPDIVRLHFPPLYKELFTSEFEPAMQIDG
tolC growth inh: blocks growth of E. coli BW25113 tolC mutant; OD615; 2.2% of 65,000 active; growth inhibition, % at 10 µM (by protocol); AID 573;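 active = growth inhibition at or above a cutoff equal to the mean over every tested compound plus 3 SD, cut at about 60% in these data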;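 note: growth measured after 20 h incubation at 37 °C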
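Test system: tolC-deleted E. coli BW25113 | Medium: LB with kanamycin 50 µg/mL | Compound dosing: Single concentration, 10 µM final per compound | Schedule: 37 °C, 20 h exposure | Measured by: OD at 615 nm | Evaluation: Percent growth inhibition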
* marks the source's active call; other numbers are inactive results.

SMILES | NADH coupling | 5HT1E ag | HTR1A agonist | SF-1 act | MMP-13 inhibitor | 5-HT1A blocker | 5HT1E antag | RORA act | tolC growth inh
C=CCc1ccccc1OCC(CN1CCCCC1)OC(C)=O (centres undefined) | 6.0% | 0.8 | -1.1 | 4.3 | 2.9 | 28.9 | -2.0 | -8.4 | -9.7
O=C(NCCCN1CCCC1=O)Nc1ccc(Cl)cc1 | 6.0% | 0.8 | -1.2 | 19.4 | 5.0 | -1.1 | -8.8 | 12.0 | -10.3
CCC(C)(C)n1nnnc1C(c1cc(OC)c(OC)c(OC)c1)N1CCN(c2ccccc2)CC1 (centres undefined) | 5.0% | -1.5 | -3.4 | 3.1 | 2.3 | 12.0 | -1.5 | -3.0 | -11.9
Cc1c(NC(=O)CSC2=C(C#N)C(c3ccccc3F)CC(=O)N2)c(=O)n(-c2ccccc2)n1C (centres undefined) | 5.0% | 1.6 | -2.8 | -6.3 | -2.2 | -9.0 | -9.8 | -12.3 | -5.6
CCN(CC)S(=O)(=O)c1cc(C(=O)O)ccc1Cl | 0.0% | 0.2 | -3.6 | 9.5 | 2.6 | -23.4 | -9.1 | 1.3 | -8.9
O=C(CCn1c(=O)oc2ccccc21)N1CCCCCC1 | 2.0% | -0.1 | -1.3 | 4.2 | -2.5 | -3.7 | 6.2 | 8.0 | -9.0
Cc1cc(=O)oc2cc(OC(C)C(=O)O)c(Cl)cc12 (centres undefined) | 25.0% | 1.3 | 1.4 | 23.2 | -45.9 | -8.8 | -0.8 | 17.1 | -12.6
COc1ccc(NC(=O)Cn2nnc(-c3ccccc3N)n2)cc1OC | 1.0% | -0.3 | -0.1 | -8.1 | 1.1 | -14.3 | -6.4 | -18.8 | -2.9
CN(CC(=O)NCc1ccc2c(c1)OCO2)S(=O)(=O)c1ccc(Br)s1 | 5.0% | -1.3 | -3.1 | -0.6 | 2.5 | -22.9 | 7.3 | -4.6 | -2.6
O=C(c1cc2n(n1)C(C(F)(F)F)CC(c1ccco1)N2)N1CCN(c2ccccn2)CC1 (centres undefined) | 5.0% | 0.7 | 1.7 | 14.1 | -1.6 | 3.8 | -3.9 | -4.9 | 2.4
Cc1noc(C(=O)N2CCN(c3ccc(F)cc3)CC2)c1Cl | 3.0% | -0.9 | -0.3 | -2.3 | -1.5 | 7.3 | 2.7 | -11.6 | -2.5
COc1ccc(CC(=O)OCc2nnc(C3COc4ccccc4O3)o2)cc1OC (centres undefined) | 1.0% | 0.5 | -1.1 | 3.3 | 5.0 | 2.8 | -3.4 | -18.8 | 13.6
COc1ccc(C)cc1NC(=O)Cn1cnc2sc(C)c(S(=O)(=O)N3CCOCC3)c2c1=O | 8.0% | 1.5 | 0.9 | -2.9 | 5.5 | -4.3 | -7.1 | -9.8 | 11.4
CC(C)COC(=O)c1nnsc1NC(=O)Nc1ccccc1 | 8.0% | 0.1 | 0.8 | -9.7 | 3.0 | -9.5 | -9.1 | 3.7 | 0.6
Nc1nnc(SCC(=O)N2CCN(c3ccccc3)CC2)s1 | 3.0% | 0.8 | -2.6 | 4.9 | -4.3 | 1.2 | 3.4 | 2.6 | -11.0
CC(=O)c1cccc(NC(=O)c2ccco2)c1 | 5.0% | 0.7 | -2.1 | -11.8 | -3.1 | 6.9 | -5.0 | 5.2 | -10.6
CCOc1cccc(/C(O)=C2/C(=O)C(=O)N(Cc3ccco3)C2c2ccncc2)c1 (centres undefined) | 5.0% | 1.3 | -0.3 | 0.0 | 4.4 | -2.4 | -1.2 | 15.3 | -18.7
CC(C)OC(=O)Nc1ccc(Oc2c(F)c(F)c(F)c(F)c2F)cc1 | 2.0% | 6.2 | 5.2 | -1.0 | -0.9 | 16.4 | 6.8 | 3.6 | -1.0
CCC(C)Nc1nc2c(c(=O)n(C)c(=O)n2C)n1Cc1ccc(F)cc1 (centres undefined) | 2.0% | 0.6 | 2.5 | -19.0 | 1.5 | -7.4 | 0.8 | -0.3 | 19.2
CN1CCN(c2nc(N3CCN(c4ccccc4)CC3)ncc2F)CC1 | 3.0% | 35.2* | -0.6 | 9.9 | 2.2 | 11.2 | 9.5 | -14.5 | 6.4

5HT1E ag, what is marked active above
SMILES	NADH coupling	5HT1E ag	HTR1A agonist	MMP-13 inhibitor	5-HT1A blocker	5HT1E antag
CN1CCN(c2nc(N3CCN(c4ccccc4)CC3)ncc2F)CC1	3.0%	35.2*	-0.6	2.2	11.2	9.5

(listing goes on)
SMILES | NADH coupling | 5HT1E ag | HTR1A agonist | SF-1 act | MMP-13 inhibitor | 5-HT1A blocker | 5HT1E antag | RORA act | tolC growth inh
O=C(NCc1ccccn1)c1cc2cc(Br)ccc2oc1=O | 2.0% | 0.6 | 2.2 | 9.4 | -0.1 | 0.5 | -6.3 | -8.5 | -6.2
CC1Oc2ccccc2N(Cc2ccccc2F)C1=O (centres undefined) | 2.0% | -0.1 | -2.9 | -4.3 | 3.8 | 6.4 | -1.2 | -11.3 | 17.7
CCOC(=O)CNC(=O)CSc1nnc(-c2ccco2)n1N | 7.0% | 2.2 | -3.9 | -14.4 | 4.7 | 1.0 | -6.0 | -2.5 | -14.8
O=C(CC(SCCO)c1ccc2c(c1)OCO2)c1ccco1 (centres undefined) | 2.0% | 0.3 | 0.0 | 39.2 | -0.7 | 6.8 | -1.8 | 17.1 | 3.5
Cc1nc2ccc(-n3ccc(=O)cc3)cc2s1 | 1.0% | -0.7 | -2.6 | -10.9 | 5.1 | 0.2 | 1.2 | 15.5 | 16.3
O=C(NC1CCC(NC(=O)C(F)(F)C(F)F)CC1)C(F)(F)C(F)F (centres undefined) | 1.0% | -0.2 | -1.4 | 10.7 | 1.9 | -3.9 | 2.4 | 9.1 | -16.0
[O-][n+]1onc2c1CCC1N(O)C(c3ccccc3)CC21O (centres undefined) | 0.0% | 0.1 | -1.0 | -30.2 | 0.5 | -10.5 | 3.1 | -9.0 | -13.8
Brc1ccc(-c2nn3c(-c4ccccn4)nnc3s2)o1 | 8.0% | 0.8 | -1.6 | -23.7 | 3.0 | -10.5 | 5.4 | -26.2 | -2.1
CCOC(=O)c1ccccc1NC(=O)C1COc2ccccc2O1 (centres undefined) | 6.0% | 0.9 | -0.2 | -23.6 | 8.4 | 1.0 | -8.0 | -2.1 | 43.5
CCCn1c(=O)c(C(=O)Nc2ccccc2C(=O)OC)c(O)c2ccccc21 | 7.0% | 0.2 | -1.0 | -3.0 | 3.6 | -7.1 | -3.8 | -2.6 | 3.8
COc1ccccc1Cn1c(=O)c2ccccc2n2c(Sc3ncnc4sccc34)nnc12 | 4.0% | 0.6 | 0.8 | 12.0 | -0.1 | 13.6 | -3.6 | 7.9 | 20.8
O=C(Cn1ccc2ccccc2c1=O)NCCC(=O)N1CCN(C2CCCCC2)CC1 | 4.0% | 0.2 | -1.8 | 3.8 | -1.5 | -3.6 | -6.8 | -15.2 | -15.3
Cc1cc(C(F)(F)F)c(C#N)c(SCC(=O)NC(C)(C)C)n1 | 6.0% | -0.9 | -3.4 | -23.5 | 2.7 | -3.6 | -7.6 | 12.4 | -3.7
CCOC(=O)c1c(C)oc2cc(Br)c(OC(C)C(=O)OCC)cc12 (centres undefined) | 10.0% | 0.5 | 0.4 | -9.3 | 3.1 | 8.5 | 0.7 | -4.7 | 14.5
CCOc1ccc2ccccc2c1/C=N/n1cncn1 | 3.0% | -0.4 | -0.3 | 1.2 | 3.8 | -6.1 | 8.0 | -7.5 | 8.2
O=C(NCC1CCCO1)c1c(O)c2cccc3c2n(c1=O)CCC3 (centres undefined) | 5.0% | -0.1 | -1.6 | -4.0 | -1.7 | -9.0 | 0.9 | -14.8 | 2.1
O=C(NCc1ccccc1)C1CCN(S(=O)(=O)N2CCOCC2)CC1 | 8.0% | 0.7 | -1.3 | 11.7 | 1.7 | -0.4 | 7.2 | -6.2 | -7.7
CCOc1ccc(C(=O)NCc2cccnc2)cc1 | 4.0% | -1.2 | -0.7 | 0.7 | 1.0 | 8.3 | 6.7 | 10.7 | -9.2
CN(C)C(C(=O)NC1CCCCC1)c1ccc(Cl)cc1 (centres undefined) | 2.0% | -3.8 | -0.7 | -14.2 | 2.8 | 20.5 | 0.7 | -11.1 | 4.7
COc1ccc(OC)c(S(=O)(=O)NCc2csc(-c3ccccc3)n2)c1 | 10.0% | -0.7 | -2.1 | 4.5 | -0.1 | -6.7 | -13.6 | -29.8 | 12.8

Reprinted from the part before: two entries, then new ones.
SMILES | NADH coupling | 5HT1E ag | HTR1A agonist | SF-1 act | MMP-13 inhibitor | 5-HT1A blocker | 5HT1E antag | RORA act | tolC growth inh
CN(C)C(C(=O)NC1CCCCC1)c1ccc(Cl)cc1 (centres undefined) | 2.0% | -3.8 | -0.7 | -14.2 | 2.8 | 20.5 | 0.7 | -11.1 | 4.7
COc1ccc(OC)c(S(=O)(=O)NCc2csc(-c3ccccc3)n2)c1 | 10.0% | -0.7 | -2.1 | 4.5 | -0.1 | -6.7 | -13.6 | -29.8 | 12.8
COc1cccc(S(=O)(=O)Nc2ccc3sc(C)nc3c2)c1 | 7.0% | -1.1 | -2.0 | 4.7 | -16.6 | 0.3 | 4.5 | -17.5 | 11.2
CCCC1COC(Cn2cncn2)(c2ccc(C)cc2)O1 (centres undefined) | 3.0% | -0.8 | 0.0 | -2.8 | 6.5 | -0.7 | 13.8 | -10.5 | -1.0
CC(C)NC(=O)CSc1nnc(-c2ccc(S(=O)(=O)N3CCCC3)cc2)n1CC1CCCO1 (centres undefined) | 19.0% | 0.2 | -1.0 | -8.9 | -7.2 | 3.5 | -8.9 | -8.1 | -11.2
O=C(Nc1ccc2c(c1)OCO2)C1Cc2ccccc2CN1S(=O)(=O)c1cccs1 (centres undefined) | 6.0% | -1.6 | 10.7 | 19.4 | -5.2 | 14.1 | 1.1 | 1.9 | -2.6
COc1ccc(N(C)C(=O)c2ccc3snnc3c2)cc1 | 10.0% | -0.3 | -1.7 | -14.8 | 0.9 | -5.3 | 5.8 | 10.4 | -17.6
Cn1cccc1Cc1nnc(SCC(=O)NC2CCCCC2)n1-c1ccc(F)cc1 | 4.0% | 0.9 | -0.7 | 0.5 | -4.8 | -0.6 | -5.7 | 11.0 | -8.7
Cc1cc(C(=O)Nc2cccc(C(=O)O)c2)oc1C | 6.0% | 0.1 | -3.9 | -69.0 | -1.0 | -5.6 | 4.4 | -74.2 | -1.2
CC(C)n1c(SCC(N)=O)nc2c1c(=O)n(C)c(=O)n2C | 10.0% | -0.5 | -2.2 | -0.3 | -3.4 | -12.0 | 1.4 | -15.3 | -7.9
COC(=O)CCC(=O)Nc1ccc(Cl)c(Cl)c1 | 10.0% | -1.1 | -0.5 | -7.0 | 2.6 | 8.7 | 5.7 | 4.2 | -10.0
CCOC(=O)c1ccc(N2C(=O)CC(N3CCN(Cc4ccccc4)CC3)C2=O)cc1 (centres undefined) | 3.0% | 1.0 | -1.4 | -6.5 | 3.4 | -4.3 | -10.5 | 2.4 | 1.8
CCN(CC)c1ccc(NC(=O)CN2C(=O)CC(C)(C)S(=O)(=O)c3ccccc32)c(C)c1 | 1.0% | -0.9 | -0.4 | 7.8 | -12.7 | -5.4 | -1.1 | 11.8 | 14.3
